# mIDH1 inhibitor = inhibitors of human mutant IDH1 R132H; Potency, µM (highest dose often 76.6 µM), for the others: at the highest dose activity change, negative = inhibition, usual class: inhibitors; IDH1-R132H enzyme, NADPH consumption, diaphorase/resazurin fluorescence; actives 0.093% (n = 390,000); O75874; also: potency is read from the fitted curve at half-maximal effect; % is scaled to controls: 0 for no effect and ±100 for the full control effect; nearly all actives have a fitted effect of over 65% in size
# Target sequence (O75874 whole entry R132H, stated change not applied): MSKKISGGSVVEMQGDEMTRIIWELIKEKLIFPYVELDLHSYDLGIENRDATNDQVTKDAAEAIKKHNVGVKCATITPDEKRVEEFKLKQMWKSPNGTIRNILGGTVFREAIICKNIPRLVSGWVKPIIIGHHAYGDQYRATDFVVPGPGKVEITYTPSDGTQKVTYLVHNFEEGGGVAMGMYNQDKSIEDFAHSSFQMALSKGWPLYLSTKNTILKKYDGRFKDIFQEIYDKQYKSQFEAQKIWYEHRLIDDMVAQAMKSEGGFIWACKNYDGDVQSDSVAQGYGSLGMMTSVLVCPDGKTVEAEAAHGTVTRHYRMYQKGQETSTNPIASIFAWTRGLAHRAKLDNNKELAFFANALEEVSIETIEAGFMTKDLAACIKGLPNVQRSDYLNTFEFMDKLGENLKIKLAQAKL
#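 IDH1-R132H (0.5 ug/mL) preincubated 30 min with compound, then NADPH (0.016 mM) and alpha-KG (2 mM) added; 80 min at RT, pH 7.5. Remaining NADPH coupled via diaphorase/resazurin to fluorescence (540/590 nm); concentration-response curves normalized to no-enzyme control.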
# USP1 inh = blocks the human USP1/UAF1 deubiquitinase complex; O94782; recombinant USP1/UAF1, Ub-Rhodamine cleavage fluorescence; Potency, µM (top dose mostly 57.1 µM), without a hit: top-dose activity change, negative = inhibition, most hits filed as inhibitors; actives 0.23% (n = 390,000); also: potency is read from the fitted curve at half-maximal effect; % is scaled to controls: 0 for no effect and ±100 for the full control effect; nearly all actives have a fitted effect of over 60% in size; inactives centre near -12
#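 High-throughput fluorogenic screen: 1nM USP1/UAF1 complex, Ub-Rho substrate 150nM final, 50mM HEPES pH 7.8 with 0.5mM EDTA, 0.1 mg/ml BSA, 1mM TCEP and 0.01% Tween-20.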
# TRHR agonist = TRH receptor (human) agonism; P34981; TRHR cells, calcium flux fluo-8, FDSS agonist mode; activation, % at 2 µM; actives 0.18% (n = 360,000); in the data active = activation above about 30%; also: 0% is about no effect
#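 Fluo-8-loaded TRHR cells; 10 s baseline, compound added, kinetic Ca2+ fluorescence read 1/s, agonist mode.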
# Pin1 inh = inhibitors of human Pin1; Potency, µM (top dose mostly 115 µM), for the others: at the top dose activity, negative = inhibition, actives largely listed as inhibitors; actives 0.009% (n = 390,000); AID 504891; Pin1 FP peptide displacement, HiFluor488, 10 min; active = well fitted inhibition curve with a large enough effect in the polarisation, with a control signal flat, not every such curve was filed as active; inconclusive = small, poorly fitted or top-dose-only effect, or effect the other way, or a change in a side signal; inactive = no such curve, though single readings can be large or run the other way; the % refers to the polarisation; also: potency is read from the fitted curve at half-maximal effect; % is scaled to controls: 0 for no effect and ±100 for the full control effect
# Target sequence (Q13526 whole entry, looked up): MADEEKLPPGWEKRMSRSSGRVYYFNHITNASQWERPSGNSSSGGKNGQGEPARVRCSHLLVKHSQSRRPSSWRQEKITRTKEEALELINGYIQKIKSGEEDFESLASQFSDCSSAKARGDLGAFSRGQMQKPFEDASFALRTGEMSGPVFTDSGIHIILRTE
# D2 agonist = agonists of human D2 dopamine receptor; AID 485358; activation, % at 2 µM; actives 0.53% (n = 340,000); P14416; HEK293 T-REx D2 cells, calcium flux agonist mode;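 active = activation over 3 SD above normal in the single-dose calcium agonist read, cut at about 30% in these data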; also: 0% is about no effect
#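 In this primary screen, compounds producing a positive calcium signal within 180 s of addition to tetracycline-induced, force-coupled HEK293 Trex D2 cells are flagged; cells are dye-loaded with a no-wash calcium kit beforehand.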
# TRHR PAM = allosteric enhancers of human TRH receptor; enhancement, % at 2 µM; TRHR cells, fluo-8 calcium fluorescence, EC20 TRH enhancement; P34981; actives 0.66% (n = 360,000); AID 493056; in the data active = enhancement above about 30%; also: 0% is about no effect
#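 TRHR-expressing cells loaded with fluo-8 calcium dye were read kinetically (ex 480/em 530) during compound addition, then stimulated with an EC20 of TRH (10 nM final). Enhancement of the Gq-mediated intracellular calcium response was scored.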
# TrxR1 substrate = rat thioredoxin reductase 1 substrate activity; O89049; purified TrxR1 substrate turnover, NADPH consumption readout; Potency, µM (highest dose often 114 µM), inactives show top-dose activity change, negative = substrate turnover; actives 0.01% (n = 390,000); AID 588456; also: potency is read from the fitted curve at half-maximal effect; % is scaled to controls: 0 for no effect and ±100 for the full control effect; nearly all actives have a fitted effect of over 50% in size
# Target sequence (O89049 whole entry, looked up): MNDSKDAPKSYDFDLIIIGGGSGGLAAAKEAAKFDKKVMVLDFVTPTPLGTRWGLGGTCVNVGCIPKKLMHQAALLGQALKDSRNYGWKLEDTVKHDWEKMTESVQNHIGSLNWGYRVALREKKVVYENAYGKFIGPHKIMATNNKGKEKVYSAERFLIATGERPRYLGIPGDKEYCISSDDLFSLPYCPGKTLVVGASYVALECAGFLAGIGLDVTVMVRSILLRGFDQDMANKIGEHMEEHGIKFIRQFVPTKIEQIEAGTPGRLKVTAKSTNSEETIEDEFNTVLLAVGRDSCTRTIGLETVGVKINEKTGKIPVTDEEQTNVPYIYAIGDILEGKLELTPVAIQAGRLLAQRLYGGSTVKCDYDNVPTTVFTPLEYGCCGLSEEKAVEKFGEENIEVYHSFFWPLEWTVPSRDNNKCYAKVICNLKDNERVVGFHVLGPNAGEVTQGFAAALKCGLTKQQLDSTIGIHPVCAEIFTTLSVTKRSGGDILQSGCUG
#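 Rat TrxR1, dispensed at 90 nM, was prereduced with 400 uM NADPH (final) for 5 min at ~22 deg C, then incubated with compound 15 min before 400 uM selenite. A first-read NADPH fluorescence drop versus no-compound background flagged substrates.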
# D2 antagonist = antagonizes the human D2 dopamine receptor. HEK293 TREx D2 cells, calcium flux, dopamine EC80. inhibition, % at 10 µM. actives 2% (n = 340,000); in the data active = inhibition above about 30%; also: 0% is about no effect
#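 Tetracycline-induced HEK293 TREx cells expressing D2 receptor forced-coupled to calcium signalling, loaded with no-wash calcium dye. Compounds added and calcium flux read 180 s, then dopamine added at EC80 and read a further 180 s.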
# rTrxR1 inhibitor = inhibitors of rat thioredoxin reductase 1. O89049. recombinant rTrxR1, NADPH fluorescence consumption, selenite substrate. Potency, µM (doses to about 114 µM), for the others: top-dose activity change, negative = inhibition, most hits filed as inhibitors. actives 1% (n = 390,000). AID 588453; also: potency is read from the fitted curve at half-maximal effect; % is scaled to controls: 0 for no effect and ±100 for the full control effect; nearly all actives have a fitted effect of over 65% in size
#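 Rat TrxR1 (90 nM in the dispensed reagent) was pre-reduced with 400 uM NADPH for 5 min at room temperature, then incubated with compound for 15 min. After 400 uM selenite was added, NADPH fluorescence (Ex 340/Em 450 nm) was followed for 8 min.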
# * = called active by the depositor; u = inconclusive; x = not tested or not shown; & = joins results of further samples; [ ] = remark or other dose. Unless noted, calls follow the shape of the dose curve; as a rule, active = well fitted inhibition curve with a large enough effect; inconclusive = small, poorly fitted or top-dose-only effect; inactive = no such curve, though single readings can be large or run the other way.
1) O=c1oc2c(CN3CCOCC3)c(O)c(Cl)cc2c2c1CCC2
2) COc1ccc(C=NN=C2c3ccccc3-c3ccccc32)cc1OC
3) CCOc1ccccc1N1CC(c2nc3ccccc3n2CCOc2ccc(C(C)(C)C)cc2)CC1=O (stereo not drawn)
4) CC1(c2cccc(Br)c2)NC(=O)N(CC(=O)Nc2cccnc2Cl)C1=O (stereo not drawn)
5) CCC(Sc1nc2c(sc3ccccc32)c(=O)n1CCCC(=O)NC1CCCC1)C(=O)Nc1cccc(OC)c1 (stereo not drawn)
6) CCCCC(CC)C(=O)N1CCN(C(=O)c2ccco2)CC1 (stereo not drawn)
Compound,1,2,3,4,5,6
mIDH1 inhibitor,x,3%,-29%,-4%,17%,6%
USP1 inh,x,u,-26%,-17%,7%,3%
TRHR agonist,-0.2,x,0.6,0.9,-0.2,-0.6
Pin1 inh,x,-14%,3%,1%,-1%,0%
D2 agonist,0.2,x,-0.1,x,-1.5,-1.3
TRHR PAM,4,x,0,3,2,-3
TrxR1 substrate,x,-10%[57.1 µM],-12%,1%,10%,-1%[57.1 µM]
D2 antagonist,12,x,x,x,x,-9
rTrxR1 inhibitor,x,14%[11.4 µM],8%,3%,24%,-1%[57.1 µM]

7) Cc1ccc(N(CC(=O)NCc2ccco2)S(=O)(=O)c2ccccc2)cc1
8) COc1cccc(C(=O)NCc2nnc(SCC(=O)Nc3nccs3)n2-c2ccccc2)c1
9) Cc1c(Cl)cccc1NC(=S)NCc1ccco1
10) O=C(O)c1ccc(N2C(=O)Nc3ccccc3N2O)cc1
11) O=C(NCc1ccc(Cl)cc1)c1cc2cccc3c2n1CCS3
12) CCc1ccc2oc(-c3ccc(OC)cc3)cc(=Nc3c(C)n(C)n(-c4ccccc4)c3=O)c2c1
Compound,7,8,9,10,11,12
mIDH1 inhibitor,5%,-6%,1%,-3%,-17%,8%
USP1 inh,-25%,-23%,-21%,-16%,u,-28%
TRHR agonist,-0.6,-0.2,-0.3,-0.1,0.4,1.8
Pin1 inh,-6%,5%,0%,-4%,35%[activator],7%
D2 agonist,0.3,0.1,-0.2,-0.4,0.3,-0.6
TRHR PAM,8,-9,4,4,2,-1
TrxR1 substrate,3%,1%[57.1 µM],4%,4%[57.1 µM],25%,43%[activator]
D2 antagonist,-9,-7,-12,-18,x,-1
rTrxR1 inhibitor,u,-2%[57.1 µM],-14%,12%[11.4 µM],29%,u

13) COc1ccc(C(=O)N(c2ccc(OC)cc2)S(=O)(=O)c2ccc3c(c2)n(C)c(=O)n3C)cc1
14) CC1CCN(S(=O)(=O)N2CCC(C(=O)NCCN3CCOCC3)CC2)CC1
15) CCOc1ncccc1C(=O)OC(C)C(=O)NC(=O)NC1CCCCC1 (stereo not drawn)
16) CN(C)c1ccc(C(c2nnnn2C(C)(C)C)N2CCc3ccccc3C2)cc1 (stereo not drawn)
17) COc1ccc(O)c(C(=O)c2coc(=N)c(C(=O)Nc3ccc(SC(F)F)cc3)c2)c1
18) COc1cc(NS(=O)(=O)c2ccc(NC(=S)NC(=O)C(C)(C)C)cc2)nc(OC)n1
Compound,13,14,15,16,17,18
mIDH1 inhibitor,-15%,1%,0%,x,11%,3%
USP1 inh,-20%,-7%,-9%,x,u,-5%
TRHR agonist,-0.4,-0.1,0.1,-0.3,29,0.2
Pin1 inh,2%,1%,2%,x,u,-5%
D2 agonist,-0.1,0.8,-0.7,-0.3,5.8,0.2
TRHR PAM,-5,10,-1,-2,-5,9
TrxR1 substrate,-4%,8%[57.1 µM],-4%,x,-8%[57.1 µM],9%
D2 antagonist,x,-9,-7,1,4,6
rTrxR1 inhibitor,27%,11%,11%,x,23%[57.1 µM],-12%

19) CN1C(=O)C(C)(C)c2cc(S(=O)(=O)N3CCC(C(=O)NCc4ccccc4Cl)CC3)ccc21
20) CC1=CC(C)(C)N(S(=O)(=O)c2ccc(C)cc2)c2ccccc21
21) COc1cc2nc(N(CCCN(C)C)C(=O)c3ccc(S(=O)(=O)N4CCc5ccccc54)cc3)sc2cc1OC
22) COc1ccc(C2=CN(Cc3ccccc3)C(c3ccccc3)CC2=O)cc1 (stereo not drawn)
23) CCOCCCn1c(=N)c(C(=O)NCC2CCCO2)cc2c(=O)n3cc(C)ccc3nc21 (stereo not drawn)
24) Cc1nnc(SCc2c(Cl)cccc2[N+](=O)[O-])s1
Compound,19,20,21,22,23,24
mIDH1 inhibitor,3%,2%,-5%,-3%,10%,-5%
USP1 inh,u,u,-5%,-33%,-25%,-12%
TRHR agonist,-1.3,-0.3,1.6,x,0.5,0.2
Pin1 inh,-2%,u,-9%,2%,u,-1%
D2 agonist,0.2,1.0,0.9,x,x,0.2
TRHR PAM,21,-9,2,x,1,-4
TrxR1 substrate,-1%,-3%&15%,-4%,6%,895%[activator],-10%
D2 antagonist,-33,-6,13,x,x,-13
rTrxR1 inhibitor,11%,11%&6%,13%,3%,157%[activator],-18%

25) COc1cc(NC(=O)c2cc3ccccc3o2)c(OC)cc1Br
26) O=C1C2C3C=CC(C3)C2C(=O)N1CCC(=O)N1CCc2ccccc21 (stereo not drawn)
27) O=C(CSc1ccc(F)cc1)Nc1ccc2c(c1)C(=O)NC2=O
28) C=CCOC(=O)C1=C(C)NC(SCC(=O)Nc2nccs2)=C(C#N)C1c1ccc(Cl)cc1 (stereo not drawn)
29) CC(=O)NC(=S)Nc1ccc(NC(=O)COc2ccc(Cl)cc2)cc1
30) O=C(OCC(=O)N1CCCc2ccccc21)c1cccc(S(=O)(=O)N2CCOCC2)c1
Compound,25,26,27,28,29,30
mIDH1 inhibitor,3%,4%,5%,1%,-3%,11%
USP1 inh,-2%,-7%,-15%,-7%,-3%,-10%
TRHR agonist,-0.1,-1.3,-0.8,-0.3,-0.1,0.2
Pin1 inh,-1%,-5%,-1%,42%[activator],2%,3%
D2 agonist,1.3,-0.8,x,0.7,-0.1,0.5
TRHR PAM,7,10,5,2,2,6
TrxR1 substrate,29%,1%,3%,4%,-2%[57.1 µM],-2%
D2 antagonist,-13,2,x,5,13,9
rTrxR1 inhibitor,5%,3%,17%,-4%,-30%[57.1 µM],-3%

31) Cc1ccc(C(=O)Nc2ccc3c(c2)ncn3C)cc1
32) O=C(O)c1cc(-c2ccccc2)c(N2CCOCC2)s1
33) CCS(=O)(=O)c1ccc(O)c(NC(=O)Nc2cccc3ccccc23)c1
34) O=C(C1COc2ccccc2O1)N(Cc1cccnc1)c1nc2c(F)cccc2s1 (stereo not drawn)
35) CCc1ccccc1NC(=O)Cn1ccn(Cc2ccccc2)c(=O)c1=O
36) Cn1c(N)c(C(=O)COC(=O)/C=C/c2ccc(F)cc2)c(=O)n(C)c1=O
Compound,31,32,33,34,35,36
mIDH1 inhibitor,1%,7%,7%,-6%,5%,0%
USP1 inh,-4%,-16%,-29%,-10%,-5%,-3%
TRHR agonist,-0.3,-0.1,-0.2,0.0,-0.1,0.4
Pin1 inh,0%,7%,0%,-6%,3%,0%
D2 agonist,x,0.4,14,x,0.6,0.4
TRHR PAM,1,-6,-1,-2,10,1
TrxR1 substrate,-3%,1%[57.1 µM],3%,0%[57.1 µM],-3%,0%
D2 antagonist,x,10,-5,x,x,21
rTrxR1 inhibitor,5%,6%[57.1 µM],18%,5%[57.1 µM],42%[11.4 µM],-2%

37) Cc1cccc(NC(=O)CN2C(=O)C3(SCC(=O)N3c3ccccc3)c3ccccc32)c1 (stereo not drawn)
38) Cc1ccc(N2CC(C(=O)NCCC3=CCCCC3)CC2=O)cc1 (stereo not drawn)
39) O=C(CCCOc1ccccc1)N1CCN(S(=O)(=O)c2ccc(Cl)cc2)CC1
40) COc1ccc(CNC(=O)CCCn2nc(C)c3sc4ccccc4c3c2=O)cc1OC
41) CC(=O)NCCc1ccc(C(=O)CSc2nnc(C3CC3)n2C2CC2)cc1
42) CN1CCN(C(=O)N(c2ccccc2)c2ccccc2)CC1
Compound,37,38,39,40,41,42
mIDH1 inhibitor,20%,4%,5%,5%,6%,2%
USP1 inh,-17%,-21%,-17%,-12%,-11%,-11%
TRHR agonist,-2.0,-1.4,-0.9,0.8,0.6,x
Pin1 inh,2%,-11%,2%,60%[activator],5%,-11%
D2 agonist,0.6,-1.9,1.4,-0.2,0.3,x
TRHR PAM,3,5,20,-2,2,x
TrxR1 substrate,-1%,0%,1%,37%[activator],3%,0%
D2 antagonist,x,1,-1,x,-62,x
rTrxR1 inhibitor,6%,11%,2%,44%[activator],-9%,21%

43) COc1cc(OC)c(C(=O)OC(C)C(=O)Nc2cc(C(F)(F)F)ccc2Cl)cc1OC (stereo not drawn)
44) CCN1C(=O)CC(C(=O)Nc2ccc(OC)cc2)SC1=Nc1ccc(C)c(C)c1 (stereo not drawn)
45) CC1CCCC(NC(=O)NC(=O)COC(=O)c2ccc(O)cc2O)C1C (stereo not drawn)
46) COc1ccc(CCNC(=O)Nc2ccccc2[N+](=O)[O-])cc1
47) Cn1nnc(NC(=O)c2cccs2)n1
Compound,43,44,45,46,47
mIDH1 inhibitor,7%,1%,2%,5%,4%
USP1 inh,-22%,-1%,-22%,-9%,-7%
TRHR agonist,-0.3,-1.0,-0.2,-0.4,-0.3
Pin1 inh,-6%,-5%,1%,3%,-3%
D2 agonist,-1.1,24,-1.0,x,0.5
TRHR PAM,7,-1,3,-1,-2
TrxR1 substrate,-8%[57.1 µM],-4%,-3%,5%,10%[57.1 µM]
D2 antagonist,-10,x,-29,x,24
rTrxR1 inhibitor,-1%[57.1 µM],-5%,21%,25%[57.1 µM],18%[11.4 µM]

# Sorted by the number under TRHR PAM (largest number first): some entries from above
nr | structure | TRHR PAM
39 | O=C(CCCOc1ccccc1)N1CCN(S(=O)(=O)c2ccc(Cl)cc2)CC1 | 20
41 | CC(=O)NCCc1ccc(C(=O)CSc2nnc(C3CC3)n2C2CC2)cc1 | 2
16 | CN(C)c1ccc(C(c2nnnn2C(C)(C)C)N2CCc3ccccc3C2)cc1 (stereo not drawn) | -2

# This is a subset (hit frequency here may not be typical).
